Screening results (PubChem BioAssay)
NPR2 activator – human GC-B receptor activators, primary screen, HEK293 GC-B cells, cGMP TR-FRET, EC30 CNP; AID 1920062, 2024; hit rate 0.11% among 370,000; activation, % at 10 µM; Atrial natriuretic peptide receptor 2 (Homo sapiens), P20594; 0% at EC30 CNP, 100% saturating CNP;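 active = activation at 10 µM reaching about 35% in either raw or pattern-adjusted values, limit read from the data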
rCAG RNA binder – binders of r(CAG) RNA repeats, primary screen, biochemical, fluorescence; r(CAG) RNA repeat, TO-PRO-1 dye displacement fluorescence; inhibition, % at 3 µM; hit rate 1.3% among 370,000;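 active = inhibition above the plate cutoff, the mean of all test compounds on that plate plus 3 SD, cut at about 35% in these data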;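 also: 0% = DMSO alone and 100% = 100 µM mitoxantrone as full dye displacement; higher means more dye released from RNA so lower well fluorescence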
SIAE inh – human SIAE inhibitors, primary screen, biochemical, fluorescence polarization, FP-Rh probe, 1536-well HTS | Sialate O-acetylesterase (Homo sapiens), Q9HAT2 | SIAE FP-Rh probe binding | inhibition, % at 9.66 µM | hit rate 0.69% among 370,000;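 active = inhibition above a cutoff: mean of compounds within the control limits plus 3 SD of those, cut at about 17% in these data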;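 also: 0% = plate median of compound wells and 100% = probe without SIAE protein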
Target sequence (Q9HAT2 whole entry, looked up): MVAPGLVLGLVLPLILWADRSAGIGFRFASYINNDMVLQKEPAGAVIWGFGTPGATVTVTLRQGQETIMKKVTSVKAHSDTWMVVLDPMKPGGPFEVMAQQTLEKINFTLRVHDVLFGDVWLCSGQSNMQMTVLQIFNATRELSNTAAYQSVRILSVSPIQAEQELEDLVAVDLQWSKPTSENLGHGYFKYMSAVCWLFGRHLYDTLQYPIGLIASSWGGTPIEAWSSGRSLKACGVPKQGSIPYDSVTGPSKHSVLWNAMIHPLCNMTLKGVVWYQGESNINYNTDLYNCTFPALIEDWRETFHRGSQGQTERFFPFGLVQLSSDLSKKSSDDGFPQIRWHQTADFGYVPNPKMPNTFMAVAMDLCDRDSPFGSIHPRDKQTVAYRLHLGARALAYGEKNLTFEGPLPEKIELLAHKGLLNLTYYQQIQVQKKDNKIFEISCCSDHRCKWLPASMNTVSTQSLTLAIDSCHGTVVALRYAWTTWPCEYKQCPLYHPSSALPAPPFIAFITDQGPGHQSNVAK
TCR-CD3 inh – inhibitors of human TCR-CD3 interaction, primary screen, biochemical, fluorescence, TAMRA-labeled TCR probe | inhibition, % at 9.4 µM | hit rate 0.37% among 360,000 | T-cell receptor (TCR) | AID 651800, 2012; in the data active = inhibition above about 19%;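 also: recombinant mutant TCR 2C K166C tagged with TAMRA read by polarization; 0% = receptor in buffer alone and 100% = receptor with positive control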
UHRF1 binding – UHRF1 methylated DNA binding inhibitors, primary screen, counter-screen for MBD2 inhibitor project, biochemical, TR-FRET, human UHRF1, single concentration | E3 ubiquitin-protein ligase UHRF1 (Homo sapiens), Q96T88 | UHRF1 binding to methylated oligo | inhibition, % at 4.4 µM | hit rate 0.75% among 370,000 | AID 687016, 2013; in the data active = inhibition above about 21%;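 also: UHRF1 SRA domain binding a hemimethylated CpG hairpin DNA probe; 0% = median of test compound wells and 100% = reference inhibitor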
ABHD4 inh – ABHD4 inhibitors, primary screen, biochemical, fluorescence polarization, mouse; inhibition, % at 8.92 µM; hit rate 0.54% among 370,000; (Lyso)-N-acylphosphatidylethanolamine lipase (Mus musculus), Q8VD66; purified mABHD4, FP-Rh probe fluorescence polarization;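 active = inhibition exceeding the mean over every tested compound plus 3 SD, cut at about 30% in these data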;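 also: 0% = plate median of compound wells and 100% = S159A mutant with DMSO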
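Test system: mouse ABHD4 enzyme, wild type. Reagent: FP-Rh fluorescent activity-based probe, added after compound pre-incubation. Timing: pre-incubation 45 min, probe exposure 60 min, at 25 °C. Technique: FP readout, ex 525 nm / em 598 nm. Benchmarks: high control S159A mutant with DMSO, low control median of compound wells.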
GC-A act – GC-A stimulated cGMP production enhancers – HEK293 GC-A cells, cGMP TR-FRET, EC30 ANP, primary screen; 0% at EC30 ANP, 100% saturating ANP; activation, % at 10 µM; hit rate 0.14% among 370,000; Atrial natriuretic peptide receptor 1 (Homo sapiens), P16066; AID 1671463, 2021; in the data active = activation above about 40%
HTRA1 inhibitor – HTRA1 serine protease inhibitors, primary screen, biochemical, fluorescence polarization, HTS; Q92743; recombinant HTRA1, FP-rhodamine activity-based probe; inhibition, % at 5.96 µM; hit rate 0.5% among 340,000; in the data active = inhibition above about 36%;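 also: 0% = enzyme with DMSO and 100% = wells lacking enzyme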
MBD2 DNA inh – inhibitors of MBD2 binding to methylated DNA, primary screen, biochemical, TR-FRET, DNA-binding domain, human | inhibition, % at 4.4 µM | Methyl-CpG-binding domain protein 2 (Homo sapiens), Q9UBB5 | hit rate 0.31% among 370,000 | MBD2 binding to methylated oligonucleotide | AID 686964, 2013; in the data active = inhibition above about 13%
Target sequence (Q9UBB5 whole entry, looked up, the tested form may be a part): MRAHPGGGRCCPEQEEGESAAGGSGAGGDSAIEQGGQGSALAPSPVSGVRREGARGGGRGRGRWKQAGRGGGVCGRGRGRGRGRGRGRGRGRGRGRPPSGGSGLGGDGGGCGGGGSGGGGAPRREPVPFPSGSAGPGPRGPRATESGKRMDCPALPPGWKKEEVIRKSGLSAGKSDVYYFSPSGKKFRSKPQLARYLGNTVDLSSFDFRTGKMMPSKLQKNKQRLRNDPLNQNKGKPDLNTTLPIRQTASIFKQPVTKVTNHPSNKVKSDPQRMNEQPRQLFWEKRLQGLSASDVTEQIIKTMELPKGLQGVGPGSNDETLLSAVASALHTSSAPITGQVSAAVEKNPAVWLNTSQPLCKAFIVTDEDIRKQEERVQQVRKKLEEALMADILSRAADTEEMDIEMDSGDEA
PRMT1 FP inh – PRMT1 methyltransferase inhibitors, primary screen, biochemical, fluorescence polarization | Protein arginine N-methyltransferase 1 (Homo sapiens), Q99873 | recombinant PRMT1, activity-based probe fluorescence polarization | inhibition, % at 2.79 µM | hit rate 1.3% among 370,000 | AID 652257, 2013;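 active = inhibition above about 21% made by adding two undisclosed values, limit read from the data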
* = called active by the depositor; / = no result given. The list is partial; rates above refer to the full screens.

SMILES	NPR2 activator	rCAG RNA binder	SIAE inh	TCR-CD3 inh	UHRF1 binding	ABHD4 inh	GC-A act	HTRA1 inhibitor	MBD2 DNA inh	PRMT1 FP inh
CCOC(=O)[C@]12CCCC=C1N(CCC1=CCCCC1)C(=O)[C@H](CC(=O)NCCc1ccccc1OC)C2	3	2	2	-9	2	-4	-3	/	0	7
Cc1ccc2[nH]c3c(=O)n(Cc4ccncc4)cnc3c2c1	1	1	3	-5	-1	4	0	-1	0	-1
Cc1ccc(-n2nc(C)c3cc(C(=O)O)sc32)cc1	-7	3	-17	-2	-2	-9	1	-3	2	3
O=C(CNc1n[nH]c(=O)[nH]c1=O)N/N=C/c1cccnc1	0	1	4	5	0	3	0	0	2	-2
CC(=O)Nc1ccccc1C(=O)C(=O)Nc1ccc(C(=O)NCC2CCCO2)cc1 (stereo not given)	0	0	-1	-7	1	-9	-2	5	-2	-2
O=c1cc(O)c2ccc(O)cc2o1	-4	14	-1	-10	2	13	1	-2	0	2
Nc1nnc(CCCCc2cccs2)o1	0	1	6	-4	1	5	4	3	-1	4
COCC(=O)N(C)c1nnc(-c2cnccn2)s1	4	-4	4	4	4	5	-2	-1	2	1
O=C(CC1C(=O)NCCN1Cc1ccoc1)NCCCn1ncc2ccccc21 (stereo not given)	1	-2	-4	6	-1	3	-3	2	0	2
O=C(CCCNS(=O)(=O)c1cccs1)N1CCc2ccccc2C1	2	0	-2	4	-1	0	-1	1	3	0
COc1cc(NC(=O)c2cc3ccccc3o2)c(OC)cc1Br	-4	7	-6	-9	2	-18	-2	-1	8	2
NS(=O)(=O)c1cccc(Nc2nc3ccccc3nc2NS(=O)(=O)c2ccc(Cl)cc2)c1	-3	90*	0	7	0	12	1	-22	-4	-1
C[C@H](CO)N1C[C@H](C)[C@H](CN(C)S(=O)(=O)c2ccccc2F)OCc2cnnn2CCCC1=O	7	1	-2	-1	2	-3	4	2	1	0
CC(=NNc1nc2ccccc2s1)c1ncccn1	-1	1	-7	-5	-2	35*	8	16	0	4
CCN(CC)S(=O)(=O)c1ccc2c(c1)c(=O)c(C(=O)NCCOC)cn2C	-2	3	-1	-6	4	-8	2	-4	8	0
OC(c1cccc(CN2CCCCC2)c1)c1ncc(-c2cccc(C(F)(F)F)c2)[nH]1 (stereo not given)	2	-1	4	-5	2	2	1	/	3	4
CCSc1nnc(NC(=O)C(CC)(C(F)(F)F)C(F)(F)F)s1	12	2	5	7	-1	-15	0	-2	1	4
CCCC(C)NC(=O)/C=C/c1cccc([N+](=O)[O-])c1 (stereo not given)	4	-4	-6	4	2	-4	1	-5	4	2
CCNC(=S)N=Nc1c(O)[nH]c2ccc(C(C)C)cc12	1	11	-2	5	0	9	-2	-10	-1	2
CC(C)(C)c1ccc(/C=N/Nc2cccc(C(=O)O)c2)cc1	2	20	0	4	0	8	5	-11	0	4
COCCNC(=O)c1ccc2c(=O)n(Cc3ccco3)c(SCC(=O)NC3CCCCC3)nc2c1	4	-1	-12	4	-3	0	6	2	-3	-3
O=c1oc2cccnc2n1CCS(=O)(=O)c1ccc(F)cc1	1	4	0	-5	1	8	-4	-1	0	-7
CC1CCCC(C)N1C(=O)COC(=O)Cc1c[nH]c2ccccc12 (stereo not given)	0	-4	10	-7	-1	6	2	-1	-7	1
O=C(O)CCNC(=O)c1ccccc1	2	-2	-9	-7	2	-7	4	1	2	2
CCCc1ccc(C(=O)CCC(=O)O)cc1	9	-2	-2	1	1	3	3	-5	-4	-3
O=C(O)CSCC(=O)N1CCCN(c2nccc(C(F)(F)F)n2)CC1	0	-2	5	-3	3	-7	3	3	2	-2
COc1cccc2cc(-c3ccccc3)c(=O)oc12	-2	-1	-7	-2	0	0	-2	-6	0	4
CC(=O)c1ccc(NC(=O)c2ccc(S(=O)(=O)c3ccccc3)cc2)cc1	-11	4	-7	5	-2	-4	-20	-4	-7	-2
CCn1cc(C(=O)NC2CCCCCC2)c(=O)c2cc(S(=O)(=O)N3CCCCC3)ccc21	-1	2	-2	-2	0	1	1	-2	-7	-7
Cc1ccc(S(=O)(=O)N2CCN(C(=O)COC(=O)Cc3ccc(Cl)cc3)CC2)c(C)c1	-5	6	5	1	-2	-1	-2	-9	-4	0
Cc1ccc(-n2[nH]c3c4c(ccc3c2=O)C(=O)c2ccccc2C4=O)cc1	-3	0	-2	-7	27*	7	0	3	4	2
COc1ccc(/C=N/n2cncn2)cc1CSc1ccccn1	-7	-2	0	8	2	1	1	-5	-6	-4
COCCn1c(N)c(N(Cc2ccccc2)C(=O)c2cc(=O)[nH]c3ccccc23)c(=O)[nH]c1=O	2	-2	2	0	-2	5	2	1	1	-1
NS(=O)(=O)c1ccc(NCc2c(F)cccc2Cl)cc1	-2	1	14	1	-4	-5	4	4	-1	-2
CC1(C)C(=O)N(CCN2CCC(C(=O)c3ccc(F)cc3)CC2)c2ccccc21	0	-1	8	5	0	-1	0	0	0	-1
O=C(OCc1nc2ccccc2[n+]([O-])c1C(=O)c1ccccc1)c1cccnc1	-2	-5	-13	-12	0	-4	5	2	6	9
CSc1nc2ccc(NC(=O)CS(=O)(=O)c3ccccc3)cc2s1	-9	6	2	-2	-2	-2	-2	-15	-2	-4
CN1CCc2c(sc3c2c(=O)n(-c2ccccc2)c2n[nH]c(=S)n32)C1	2	12	0	1	-4	13	6	3	-6	6
CCOC(=O)C(C)(C)Sc1nc2c(cnn2-c2ccc(F)cc2)c(=O)[nH]1	-2	8	-2	-2	-1	-7	-1	0	5	1
Cc1cccc(C(=O)Nc2cc(=O)n(C)c(=O)n2C)c1	-1	1	6	-3	-1	1	-1	5	-3	3
CCc1cccc(NC(=O)CSCc2cc(=O)[nH][nH]2)c1	6	15	2	1	-8	23	-2	12	-4	5
O=S(=O)(N/N=C/c1ccc2c(c1)OCO2)c1ccc(Br)cc1	-1	9	2	0	-2	2	3	1	-1	0
COc1ccc(CCN(Cc2cccs2)S(=O)(=O)c2ccc(C(=O)O)cc2)cc1OC	-2	36*	5	12	-2	6	-4	2	1	0
CC(C)c1ccc(/C=N/Nc2ccc(C(=O)O)cc2)cc1	-2	18	13	-2	-1	-4	4	-1	-1	12
CC(Cc1c[nH]c2ccccc12)NC(N)=O (stereo not given)	2	-1	4	3	0	-4	1	-5	1	5

Another view of some results above:
Structure | NPR2 activator | rCAG RNA binder | SIAE inh | TCR-CD3 inh | UHRF1 binding | ABHD4 inh | GC-A act | HTRA1 inhibitor | MBD2 DNA inh | PRMT1 FP inh
O=c1oc2cccnc2n1CCS(=O)(=O)c1ccc(F)cc1 | 1 | 4 | 0 | -5 | 1 | 8 | -4 | -1 | 0 | -7
CC1CCCC(C)N1C(=O)COC(=O)Cc1c[nH]c2ccccc12 (stereo not given) | 0 | -4 | 10 | -7 | -1 | 6 | 2 | -1 | -7 | 1

Other structures.
SMILES	NPR2 activator	rCAG RNA binder	SIAE inh	TCR-CD3 inh	UHRF1 binding	ABHD4 inh	GC-A act	HTRA1 inhibitor	MBD2 DNA inh	PRMT1 FP inh
COc1cccc(C(C)(O)c2nc(-c3cc(F)cc(F)c3)cs2)c1 (stereo not given)	-5	0	-10	-8	3	-30	1	/	1	2
CCc1nnc(NC(=O)COc2ccccc2[N+](=O)[O-])s1	-2	1	2	-1	-3	-6	2	2	1	-7
Cn1cc(/C=N\NC(=O)C2COc3ccccc3O2)c2ccccc21 (stereo not given)	2	6	20*	1	7	-9	-5	/	7	1
Cc1onc(-c2ccccc2)c1C(=O)N1CCN(S(=O)(=O)c2ccccc2C(F)(F)F)CC1	0	-1	3	2	3	1	-6	0	4	4
CC(C)C(C(=O)NC1=NCCS1)c1ccc(Cl)cc1 (stereo not given)	-7	-1	-4	3	5	-4	-11	-10	-2	-1
CCn1c(Oc2ccccc2)nc2c1c(=O)n(C)c(=O)n2C	-6	-4	-3	1	-1	2	-1	10	2	2
CSCCC(NC(=O)c1ccccc1Br)C(=O)Nc1ccc(C)cc1 (stereo not given)	10	1	3	5	-2	3	3	-4	4	-1
Cn1c(CN2CCOCC2)nnc1SCC(=O)NCCc1ccccc1	1	3	1	4	3	-3	-3	-3	-1	1
COc1cc(OC)cc(C(=O)OCC(=O)c2cc(C)n(CC3CCCO3)c2C)c1 (stereo not given)	-3	3	-9	4	-2	7	2	-9	2	3
Cn1c(=O)c2cc(NC(=O)CCc3cccnc3)ccc2n1Cc1cccc(C(F)(F)F)c1	0	-1	0	2	18	7	2	/	0	0
COc1ccccc1C(=O)Nc1cc2c(cc1C(=O)O)OCCCO2	-4	9	-12	-5	2	-6	-7	3	-2	-6
COn1c(=O)c(-c2ccc(Cl)cc2)[n+]([O-])c2ccccc21	2	-3	12	2	-2	1	0	4	-3	-3
O=C(C[C@@H]1C/C=C/CCCC(=O)O[C@H](c2ccccc2)CNC1=O)NCCO	-5	0	-2	4	2	1	3	3	2	1
CC(=O)c1ccc(NC(=O)C2CC(=O)Nc3nc4ccccc4n32)cc1 (stereo not given)	2	3	1	-2	2	-1	2	10	1	-2
COc1ccc(CNC(=O)CCNC(=O)c2ccco2)cc1OC	-1	1	1	-4	-1	1	2	-3	2	3
CCC(CC)NC(=O)CCCSc1nc2ccccc2[nH]1	5	-3	6	-1	-2	-1	4	3	-5	-4
COc1ccc(CC(=O)OCC(=O)Nc2c(C)n(C)n(-c3ccccc3)c2=O)cc1	4	-2	-6	-3	-1	6	5	0	1	-3
O=C(C1CCC1)N1CCN(c2ccccc2)CC1	-1	-4	-5	6	-2	0	-1	4	-5	-3
CC1Oc2ccc(C#N)cc2N(Cc2cccc(F)c2)C1=O (stereo not given)	17	2	-2	-10	3	-1	13	/	6	1
COc1ccccc1-c1cc(NC=O)c2ncc(-c3cccc(C(F)(F)F)c3)n2c1	23	6	-5	-3	0	1	-4	/	-2	3
O=C(O)CCC(=O)N1N=C(c2ccc(Br)cc2)CC1c1ccc(Br)cc1 (stereo not given)	-6	38*	1	-1	0	6	-3	-9	4	2
O=C(CN(Cc1cccs1)C(=O)CSc1nnc(COc2ccccc2)o1)NC1CCCCC1	3	5	-5	-2	-1	-11	-5	4	8	5
C/C(=N\N=C(N)N)c1ccc(Cl)cc1	-3	-5	2	6	-9	-1	-9	3	0	0
CCOc1cc(S(=O)(=O)N2CCN(S(=O)(=O)CC)CC2)c(OCC)cc1-n1cnnn1	-13	-1	-1	7	0	-6	-10	2	-4	-1
CC1CC(C)(C)NC(=S)N1CC(=O)NCc1ccc(Cl)cc1 (stereo not given)	1	-5	3	2	-1	-3	0	2	-2	-3
COc1cccc(NC(=O)NCCN2CCCCC2)c1	1	-1	6	1	-2	-2	-1	2	0	0

Entries listed above that bear a hit mark in SIAE inh:
| SMILES | NPR2 activator | SIAE inh | TCR-CD3 inh | ABHD4 inh | GC-A act | HTRA1 inhibitor | MBD2 DNA inh | PRMT1 FP inh |
| --- | --- | --- | --- | --- | --- | --- | --- | --- |
| Cn1cc(/C=N\NC(=O)C2COc3ccccc3O2)c2ccccc21 (stereo not given) | 2 | 20* | 1 | -9 | -5 | / | 7 | 1 |
